Screening results as filed in PubChem BioAssay.
HGIII-sPLA2 inh: Inhibits HGIII-sPLA2 liposome hydrolysis, primary screen. Q9NZ20. QFRET BODIPY PC-A2 liposome hydrolysis, fluorescence. inhibition, % at 12.2 µM. 370,000 tested, 0.56% active;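 active = inhibition above mean plus 3 SD of compounds lying within the high and low control bounds, cut at about 19% in these data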;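 note: 0% = median of test compound wells and 100% = no enzyme DMSO wells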
Target sequence (Q9NZ20 whole entry, looked up): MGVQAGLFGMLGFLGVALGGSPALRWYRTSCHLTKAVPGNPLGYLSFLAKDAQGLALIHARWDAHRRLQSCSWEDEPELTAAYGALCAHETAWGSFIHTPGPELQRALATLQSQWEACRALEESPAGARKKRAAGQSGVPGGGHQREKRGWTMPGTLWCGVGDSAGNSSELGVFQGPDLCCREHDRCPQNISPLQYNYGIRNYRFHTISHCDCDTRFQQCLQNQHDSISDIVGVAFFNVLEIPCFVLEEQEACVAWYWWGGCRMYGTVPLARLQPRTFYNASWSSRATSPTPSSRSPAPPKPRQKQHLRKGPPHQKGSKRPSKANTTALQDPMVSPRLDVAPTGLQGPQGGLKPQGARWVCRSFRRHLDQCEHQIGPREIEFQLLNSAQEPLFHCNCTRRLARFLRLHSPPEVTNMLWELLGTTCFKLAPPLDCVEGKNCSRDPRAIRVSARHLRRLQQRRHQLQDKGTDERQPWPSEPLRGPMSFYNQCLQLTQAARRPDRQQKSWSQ
ssDAF12 agonist: S. stercoralis DAF-12 activation, primary screen | AID 652126 | activation, % at 6.8 µM | HEK293 ssDAF-12/GRIP1 lit1-tk-luc reporter, luminescence; % of 3 µM dafachronic acid response | 370,000 tested, 1% active;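 active = activation above the mean over all tested compounds plus 3 SD, cut at about 0.9% in these data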;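 note: 0% = DMSO-only wells and 100% = 3 µM delta7-dafachronic acid wells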
NPR2 activator: GC-B (human) receptor activation; P20594; HEK293-GC-B cells, CNP EC30, cGMP TR-FRET; 0% at EC30 CNP, 100% saturating CNP; activation, % at 10 µM; 370,000 tested, 0.11% active;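 active = activation at 10 µM reaching about 35% in either raw or pattern-adjusted values, limit read from the data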
DAX1 inh-1: DAX1 (NR0B1) inhibition, primary screen. HEK293T StAR-luciferase reporter, SF-1/DAX-1 repression relief. inhibition, % at 6.8 µM. 370,000 tested, 1.1% active. AID 652010;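 active = inhibition above the mean over all tested compounds plus 3 SD, cut at about 3.6% in these data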;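 note: 0% = DAX-1 cells with DMSO and 100% = cells lacking DAX-1 with DMSO; higher inhibition means more luminescence from relief of DAX-1 repression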
FXN GAA850 act: increases GAA850 frataxin promoter reporter activity; activation, % at 6 µM; HEK293 lucGAA850 FXN promoter luciferase reporter, 24 h; percent of 10 µM SAHA response; 360,000 tested, 0.56% active;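 active = activation above the average of all compounds screened plus 3 SD, cutoff fixed separately per campaign, cut at about 7.5% in these data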;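 note: 0% = DMSO wells and 100% = 10 µM SAHA wells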
NPR1 activator: GC-A (human) enzyme activation. P16066. HEK293 GC-A cells, cGMP TR-FRET, EC30 ANP; 0% at EC30 ANP, 100% saturating ANP. activation, % at 10 µM. 370,000 tested, 0.14% active. AID 1671463; in the data active = activation above about 40%
ADAM10 inh: inhibitors of human ADAM10; 370,000 tested, 0.62% active; AID 720582; inhibition, % at 7 µM; recombinant ADAM10, EDANS/DABCYL FRET peptide cleavage, 3 h; O14672;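 active = inhibition above a per-campaign cutoff equal to the mean of compounds falling between control-based bounds plus 3 SD, cut at about 20% in these data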;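 note: 0% = DMSO wells while the 100% control is not disclosed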
hgDAF-12 ag: agonists of H. glycines DAF-12 nuclear receptor; HEK293 GAL4-hgDAF12 UAS-luciferase reporter, agonist luminescence; normalized to butyrate control; activation, % at 6.8 µM; 370,000 tested, 1.8% active; AID 687014;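 active = activation above a cutoff set at the mean of all screened compounds plus 3 SD, cut at about 10% in these data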;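 note: 0% = DMSO wells and 100% = sodium butyrate wells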
hcDAF12 agonist: activators of H. contortus DAF-12 nuclear receptor; activation, % at 6.8 µM; 370,000 tested, 1.4% active; HEK293 hcDAF-12 lit1-tk-luc reporter, luminescence; 0% DMSO, 100% Δ7-dafachronic acid;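 active = activation above the mean of all tested compounds plus 3 SD, cut at about 5.5% in these data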;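 note: 100% = response to 3 µM Δ7-dafachronic acid high control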
SMARCA2 act: activators of SMARCA2 function | 370,000 tested, 1% active | AID 652017 | MG213 cells, MMTV-luciferase reporter, dexamethasone, overnight | activation, % at 9.1 µM; in the data active = activation above about 7.8%;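 note: 0% = vehicle wells and 100% = reference activator wells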
DAX1 inh-2: inhibitors of human orphan nuclear receptor DAX1 (NR0B1); P51843; inhibition, % at 6.75 µM; AID 504766; 340,000 tested, 0.99% active; HEK293 Gal4-DAX1 luciferase reporter, luminescence;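 active = inhibition above the mean over all tested compounds plus 3 SD, cut at about 4.2% in these data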;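 note: 0% = DAX1-transfected cells with DMSO and 100% = empty-vector control cells with DMSO; inhibition shows as a rise in luminescence from relieved DAX1 repression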
Target sequence (P51843 207-470 limits assumed): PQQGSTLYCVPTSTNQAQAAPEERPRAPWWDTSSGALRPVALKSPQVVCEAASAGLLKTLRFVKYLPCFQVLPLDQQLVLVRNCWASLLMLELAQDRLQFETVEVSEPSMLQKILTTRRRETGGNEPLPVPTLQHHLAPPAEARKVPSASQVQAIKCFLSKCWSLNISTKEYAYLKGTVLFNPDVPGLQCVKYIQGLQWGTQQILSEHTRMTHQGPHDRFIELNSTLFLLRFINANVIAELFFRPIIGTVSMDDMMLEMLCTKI
An asterisk follows results filed as active; i = inactive; nt = not tested or not shown.

item	mol	hcDAF12 agonist	ssDAF12 agonist	hgDAF-12 ag	FXN GAA850 act	HGIII-sPLA2 inh	DAX1 inh-2	DAX1 inh-1	SMARCA2 act	NPR1 activator	NPR2 activator	ADAM10 inh
1	COC(=O)NCN1C(=O)C2C3C=CC(C3)C2C1=O (centres undefined)	-0.6	-1.2	1.5	1.4	6	-0.9	0.4	1	0	-2	-4
2	CC(=O)OCCN1C(=O)c2cccnc2C1=O	-1.0	-1.0	-2.6	1.3	5	-0.2	0.5	1	5	9	-2
3	CCOC(=O)N/N=C\c1ccc(C)s1	3.3	-0.8	7.3	2.2	-2	0.8	1.2	2	1	5	7
4	CCCCn1c(=O)c(CCC(=O)OCC(=O)Nc2cc(Cl)ccc2OC)nc2ccccc21	1.0	-1.4	1.4	1.1	-1	0.2	-0.2	3	-3	-4	1
5	CN(Cc1ccccc1)C(=O)C(=O)c1ccccc1	0.6	-0.6	0.7	nt	11	nt	1.1	0	2	2	-10
6	COc1ccc(OCC(=O)Nc2ccccc2OC)cc1	0.5	-1.4	3.0	0.5	-1	0.7	0.7	2	-2	0	-4
7	CCCCn1c(-c2csc3c2CCC(C)C3)n[nH]c1=S (centres undefined)	-1.1	-0.7	-4.3	-2.8	-7	0.1	-1.5	-6	-5	0	12
8	O=C(c1ccc(-c2ccccc2)cc1)N1CCN(c2ccc3c(c2)C2CC3CCN2C(=O)OCc2ccccc2)CC1 (centres undefined)	-0.7	-0.3	0.3	nt	3	nt	-0.8	-4	-2	5	-14
9	CN1CCN(NC(=O)C23CC4CC(CC(C4)C2)C3)CC1	-1.1	-1.1	0.4	2.0	4	-0.9	-0.2	-3	0	-3	-1
10	COc1cccc(NC(=S)N/N=C2/CCCCc3ccccc32)c1	1.6	-0.7	1.1	3.1	15	-0.8	0.6	1	-7	-7	8
11	COc1ccc(-c2nc3c(C)cc(Br)cn3c2Cc2ccc(C)cc2)cc1OC	1.8	-0.9	-0.8	nt	3	nt	0.4	-5	5	-7	-36
12	CN(C(=O)c1ccc(=O)[nH]c1)C1(C(=O)NC2CCCCC2)CCCCC1	0.1	-1.4	2.2	-0.1	3	1.2	0.6	-1	1	7	2
13	C=CC[C@H]1c2ccccc2[C@H]2N3N=Cc4ccccc4[C@H]3[C@H](CCCC)C(=O)N2N1C(=O)c1ccccc1	1.8	-1.8	-0.8	nt	1	nt	-2.5	-3	-22	-20	1
14	COc1cc(/C=C/C(=O)NC(C)C)ccc1OCc1ccccc1	-2.7	-1.8	-0.3	2.0	0	-1.1	-0.3	-3	1	2	-43
15	NC(=O)c1sc2nc(-c3ccco3)ccc2c1N	-0.2	-1.4	3.3	1.0	0	-0.1	0.5	4	11	1	i
16	CN(C(=O)CSCC(=O)O)C1CCCCC1	-0.9	-0.7	0.2	1.8	7	0.8	-0.9	-2	2	0	-5
17	CC(C)c1ccc(NC(=O)C2C3C=CC4(O3)C2C(=O)N(CCN2CCOCC2)C4C(=O)NC2CCCCC2)cc1 (centres undefined)	-1.0	-0.7	2.5	1.4	8	-1.4	1.2	-4	0	2	6
18	COC(=O)Nc1ccc(S(=O)(=O)NC2CCCCC2)cc1	-2.5	-1.5	-2.2	-1.4	-4	0.1	-1.7	-1	2	4	-9
19	O=C(O)/C=C/C(=O)Nc1cccc2c1-c1ccccc1C2=O	0.3	-0.8	0.8	-1.3	17	0.7	-0.2	-2	-1	-6	-3
20	CC1CCCCC1NC(=O)c1cn(C)c2ccc(S(=O)(=O)N3CCOCC3)cc2c1=O (centres undefined)	0.1	-0.9	0.2	1.0	4	0.2	0.0	-1	6	5	-7
21	O=C(CN1CCN(S(=O)(=O)c2cccs2)CC1)NCC1CCCCC1	2.8	-0.3	-0.5	0.2	6	-0.5	-1.6	-2	1	3	-14
22	Cc1nn(C)c(C(=O)N/N=C/c2cccnc2)c1Cl	0.7	-1.2	-2.9	2.5	0	0.2	0.1	4	4	-3	-9
23	CCN1C(C(=O)c2ccccc2)=C(Nc2ccccc2C)c2ccccc2S1(=O)=O	-2.0	-1.2	2.1	2.4	0	-0.3	-0.4	1	-2	-1	5
24	O=C(CCN1CCN(c2ccccc2)CC1)Nc1cccc(Br)c1	6.8*	-0.5	0.0	-0.6	-5	0.6	-0.1	-3	-3	-3	4
25	CCOC(=O)C1=C(C)NC(C)=C(C(=O)OCC)C1C(=O)OCC(=O)N1CCOCC1	-0.6	-0.9	-1.9	0.3	14	0.6	-0.3	-3	0	10	-111
26	COc1cccc(Nc2nc(NCCO)c3ccccc3n2)c1	-1.9	-1.1	7.8	-3.2	-6	-1.0	-0.4	1	16	1	-7
27	CCOn1c(=O)c(-c2ccc(OC)cc2)[n+]([O-])c2ccccc21	1.6	-0.2	3.9	0.3	3	1.4	2.8	2	1	0	-2
28	O=C(CCc1ccccc1)Nc1nnc(-c2ccc3c(c2)CCCC3)o1	-1.1	-1.6	4.3	-0.5	-1	0.7	1.6	0	1	-1	-5
29	CCN(CC)S(=O)(=O)c1ccc(C(=O)Oc2coc(CSc3nc(C)cc(C)n3)cc2=O)cc1	-0.6	-1.2	-1.9	2.0	21*	-0.4	-0.1	-4	-1	-2	-6
30	COc1ccc2cc(C3C(C#N)=C(N)OC(C)=C3C(C)=O)c(Cl)nc2c1 (centres undefined)	0.4	-0.5	0.3	3.5	-12	-0.3	-0.2	-1	0	-1	-43

Only hcDAF12 agonist and NPR2 activator (two entries from above):
item | SMILES | hcDAF12 agonist | NPR2 activator
3 | CCOC(=O)N/N=C\c1ccc(C)s1 | 3.3 | 5
6 | COc1ccc(OCC(=O)Nc2ccccc2OC)cc1 | 0.5 | 0

Additional results
item	mol	hcDAF12 agonist	ssDAF12 agonist	hgDAF-12 ag	FXN GAA850 act	HGIII-sPLA2 inh	DAX1 inh-2	DAX1 inh-1	SMARCA2 act	NPR1 activator	NPR2 activator	ADAM10 inh
31	OCCC1CN(Cc2cnc(-c3ccc(Cl)cc3)nc2)CCN1C1CCCC1 (centres undefined)	-2.1	-1.7	-5.7	-2.3	-2	-1.1	-1.6	-5	9	-8	-2
32	COc1ccc(S(=O)(=O)N2CCNC(=O)CC2)cc1	-1.4	-1.3	-0.7	-0.1	4	1.1	0.7	0	0	6	-1
33	C=C(C)CN(CC)C(=O)CC1C(=O)NCCN1CC(C)(C)C (centres undefined)	0.4	-1.4	2.4	1.7	6	0.3	0.1	-2	-1	-1	-1
34	CCOC(=O)CN(C(=O)CN1CCC(n2nnc3cc(C)ccc32)CC1)c1ccccc1	-2.8	-1.1	-2.9	1.2	-1	-0.5	-0.9	-2	0	-1	5
35	O=C(CCS(=O)(=O)c1ccccc1F)Nc1ccc(N2CCN(Cc3ccccc3)CC2)cc1	0.6	-0.9	-3.6	-0.1	-3	-0.7	0.1	-1	0	6	15
36	COc1cccc(C(=O)N[C@@H](CC(C)C)C(=O)N2CCC[C@H]2C(=O)NCc2ccccc2)c1	-0.1	-0.8	3.6	nt	0	nt	-1.0	0	-1	-2	-7
37	CC(=O)NNc1ncnc2c1cnn2-c1ccc(C)cc1	1.0	-1.3	-1.5	0.9	1	0.2	-0.2	4	3	1	4
38	Cc1ccc(-c2c(C(=O)NCc3ccccc3)oc(=O)c3ccccc23)cc1	-1.5	-1.5	-1.0	1.0	-2	-1.5	0.1	4	-14	0	12
39	CCc1sc(C(=O)Nc2ncccc2C)cc1C	1.1	0.2	1.0	3.4	4	-0.4	0.6	-2	-1	0	4
40	CCOC(=O)N1CCN(CCC(=O)Nc2ccc(OC)cc2OC)CC1	-0.7	-0.7	1.8	1.5	0	-0.3	0.2	-2	4	-2	-4
41	O=C(Nc1ccccc1)c1cccc(N2C(=O)CCC2=O)c1	0.7	-0.9	-0.9	-1.1	1	-0.1	0.2	1	4	-1	1
42	Cc1ccn2cc(CCNS(=O)(=O)c3ccc4c(c3)CCCC4)nc2c1	-0.3	-1.5	-0.3	2.9	-14	-0.1	0.2	-2	-1	1	-7
43	CC(C(=O)Nc1ccc2c(c1)OCO2)c1ccc([N+](=O)[O-])cc1 (centres undefined)	-0.5	-1.5	-1.9	1.2	-6	0.5	-0.5	-4	0	-3	5
44	O=C1c2cccnc2-c2ncccc21	0.2	-0.8	0.8	0.1	3	-0.1	-0.4	-6	2	2	-5
45	CCOc1ncccc1C(=O)N(C)CC(=O)Nc1ccc(C)cc1	-1.0	-0.9	1.6	1.3	5	0.3	0.4	0	-1	3	-4
46	Fc1ccc(CSc2nnc3ccc(-c4ccncc4)nn23)cc1	-0.9	-0.1	0.0	2.6	17	-0.1	-0.2	-2	-2	2	-5
47	O=C1CC(N2CCOCC2)C(=O)N1CCN1C(=O)CC(N2CCOCC2)C1=O (centres undefined)	-0.6	-1.0	3.1	0.5	6	0.1	-0.2	5	2	0	15
48	Cc1ccc(S(=O)(=O)n2nc(OC(=O)c3ccco3)cc2N)cc1	0.2	-0.4	0.0	-2.1	11	0.8	-0.7	-4	4	2	-18
49	S=C(Nc1ccc(Br)cc1)OCCN1CCCC12CCC(c1ccccc1)CC2 (centres undefined)	1.2	-1.4	0.6	nt	1	nt	nt	nt	3	-1	2
50	Cc1cccc(NC(=S)N2CCC(C(=O)c3ccc(F)cc3)CC2)c1C	2.2	-1.0	2.5	1.6	3	-0.4	-0.2	-1	1	-7	4
51	Cc1cccc(NC(=O)Nc2ccc3c(c2)OCO3)n1	8.3*	0.3	14*	7.2	3	3.3	2.6	4	3	4	1
52	CC(C)CCn1nnnc1C(C(C)C)N1CCC(C(N)=O)CC1 (centres undefined)	-1.7	-0.6	-1.9	-0.8	10	-1.7	0.5	-2	-2	1	9
53	COc1ccc2c(c1)-c1nc(N)sc1CC2	-1.2	-1.0	-1.7	1.3	-4	2.0	-0.7	-2	-3	-5	-27
54	Cc1nc(S/C(=C/c2ccc(-c3cc(Cl)ccc3C)o2)C(=O)O)n[nH]1	-0.8	-0.1	-2.1	1.5	-7	0.2	0.4	0	-2	-6	-3
55	Cc1cc(NC(=O)CCC(=O)N(c2cccc(F)c2)C(C(=O)NC2CCCC2)c2ccccc2)no1 (centres undefined)	0.6	-0.8	0.2	0.8	-1	-0.4	0.5	2	-7	-4	6

From no. 53 to 55, as listed above:
item	mol	hcDAF12 agonist	ssDAF12 agonist	hgDAF-12 ag	FXN GAA850 act	HGIII-sPLA2 inh	DAX1 inh-2	DAX1 inh-1	SMARCA2 act	NPR1 activator	NPR2 activator	ADAM10 inh
53	COc1ccc2c(c1)-c1nc(N)sc1CC2	-1.2	-1.0	-1.7	1.3	-4	2.0	-0.7	-2	-3	-5	-27
54	Cc1nc(S/C(=C/c2ccc(-c3cc(Cl)ccc3C)o2)C(=O)O)n[nH]1	-0.8	-0.1	-2.1	1.5	-7	0.2	0.4	0	-2	-6	-3
55	Cc1cc(NC(=O)CCC(=O)N(c2cccc(F)c2)C(C(=O)NC2CCCC2)c2ccccc2)no1 (centres undefined)	0.6	-0.8	0.2	0.8	-1	-0.4	0.5	2	-7	-4	6
